Bioassay records: PubChem, National Center for Advancing Translational Sciences (NCATS)
Pol III holo inh = qHTS Assay for Inhibitors of DNA Polymerase III Holoenzyme System. reconstituted DNA polymerase III holoenzyme replication, biochemical. Potency, µM (doses to about 57.1 µM), without a hit: at the highest dose activity change, negative = inhibition. 0.25% of 71,000 active; further: potency means the concentration at half of the fitted maximal effect; on the % scale 0 is the no-effect control and ±100 the full control effect
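Reconstituted *E. coli* holoenzyme (0.35 nM Pol III, 1 nM beta, 154 nM SSB, 2 nM primase) was preincubated with compound for 15 min at RT. Synthesis on 1.4 nM ssM13Gori ran 35 min, then was stopped with PicoGreen/EDTA and read as dsDNA fluorescence.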
Luciferase inh = qHTS Assay for Inhibitors of Firefly Luciferase; Potency, µM (series often up to 57.1 µM), inactives show at the top dose activity change, negative = inhibition, usual class: inhibitors; 2.2% of 72,000 active; AID 411, 2009; Luciferin 4-monooxygenase (Photinus pyralis), P08659; purified firefly luciferase, luminescence, 8 min; further: potency means the concentration at half of the fitted maximal effect; on the % scale 0 is the no-effect control and ±100 the full control effect; nearly all actives have a fitted effect of over 40% in size
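Compounds were tested as concentration series (qHTS) against purified P. pyralis luciferase with luciferin and 10 uM ATP in 50 mM imidazole pH 7.2, 50 mM KCl, 7 mM MgCl2, 0.01% Tween 20, 0.05% BSA. Luminescence was read after 8 min at ambient temperature.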
Rhodamine fluor = qHTS Assay for Spectroscopic Profiling in Rhodamine Spectral Region; 0.05% of 59,000 active; Rhodamine-region fluorescence, 547/598 nm, Tris buffer; active compounds read high; max dye-equivalent concentration, M; AID 594, 2007; in the data active means max dye-equivalent concentration above about 11 nM; inconclusive means between about 1.1 nM and that limit
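Compound fluorescence in 100 mM Tris, pH 8.0, read after 15 min at room temperature with 547 nm excitation and 598 nm emission. Output is dye-equivalent concentration from an on-plate rhodamine standard series.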
15-hLO inh = qHTS Assay for Inhibitors of 15-hLO (15-human lipoxygenase). Polyunsaturated fatty acid lipoxygenase ALOX15 (Homo sapiens), P16050. 1.4% of 74,000 active. AID 887, 2007. Potency, µM (top dose mostly 57.1 µM), for inactives: top-dose activity change, negative = inhibition, usual class: inhibitors. purified 15hLO-1, xylenol orange hydroperoxide absorbance; further: potency means the concentration at half of the fitted maximal effect; on the % scale 0 is the no-effect control and ±100 the full control effect; nearly all actives have a fitted effect of over 55% in size
Target sequence (P16050 whole entry, looked up): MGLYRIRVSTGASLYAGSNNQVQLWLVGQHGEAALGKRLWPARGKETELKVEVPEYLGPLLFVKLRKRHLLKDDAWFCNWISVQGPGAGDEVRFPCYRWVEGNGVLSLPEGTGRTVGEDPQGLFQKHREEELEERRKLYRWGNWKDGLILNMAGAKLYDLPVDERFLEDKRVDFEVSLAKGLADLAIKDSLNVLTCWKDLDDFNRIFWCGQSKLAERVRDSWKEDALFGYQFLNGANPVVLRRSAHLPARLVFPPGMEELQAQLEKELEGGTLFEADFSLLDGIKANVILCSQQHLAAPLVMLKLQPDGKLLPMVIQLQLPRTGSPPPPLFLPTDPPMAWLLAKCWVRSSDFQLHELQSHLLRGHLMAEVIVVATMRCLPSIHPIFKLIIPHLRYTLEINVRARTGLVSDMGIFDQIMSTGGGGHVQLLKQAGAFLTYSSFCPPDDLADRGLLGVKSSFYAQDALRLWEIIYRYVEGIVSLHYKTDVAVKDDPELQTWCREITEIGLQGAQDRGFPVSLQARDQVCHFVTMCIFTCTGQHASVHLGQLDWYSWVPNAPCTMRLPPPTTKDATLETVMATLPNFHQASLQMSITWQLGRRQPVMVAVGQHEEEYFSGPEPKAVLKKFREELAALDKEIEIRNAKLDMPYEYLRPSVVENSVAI
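Purified human 15hLO-1 (40 nM) in 25 mM Hepes pH 7.5, 0.01% Triton X-100, preincubated 15 min RT with compound, then 50 uM arachidonic acid for 6 min. Hydroperoxide read by ferrous/xylenol orange, 30 min; 573/405 nm absorbance ratio gave progress.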
HADH2 inh = qHTS Assay for Inhibitors of HADH2 (Hydroxyacyl-Coenzyme A Dehydrogenase, Type II) | 3-hydroxyacyl-CoA dehydrogenase type-2 (Homo sapiens), Q99714 | 3.4% of 73,000 active | Potency, µM (highest dose often 57.1 µM), for the others: at the top dose activity change, negative = inhibition, most hits filed as inhibitors | recombinant HADH2, NADH fluorescence, beta-hydroxybutyryl-CoA; further: potency means the concentration at half of the fitted maximal effect; on the % scale 0 is the no-effect control and ±100 the full control effect; nearly all actives have a fitted effect of over 60% in size; many of its hits are not listed in these tables
Target sequence (Q99714 whole entry, looked up, one chain of several): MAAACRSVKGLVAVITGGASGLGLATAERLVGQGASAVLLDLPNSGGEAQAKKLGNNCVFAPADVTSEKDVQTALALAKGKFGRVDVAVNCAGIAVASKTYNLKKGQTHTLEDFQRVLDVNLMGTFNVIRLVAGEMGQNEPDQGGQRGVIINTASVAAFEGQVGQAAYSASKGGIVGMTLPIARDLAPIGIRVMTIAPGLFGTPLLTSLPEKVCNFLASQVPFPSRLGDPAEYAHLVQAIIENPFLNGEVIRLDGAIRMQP
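Buffer 100 mM Tris-HCl pH 9.0/0.01% Tween-20; HADH2 20 nM; NAD+ 1 mM; beta-hydroxybutyryl-CoA 90 uM (all final). 15 min cpd preincubation, RT.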
ERK AVP inh = qHTS Assay for Inhibitors of the ERK Signaling Pathway using a Homogeneous Screening Assay; 0.99% of 72,000 active; Potency, µM (doses to about 57.5 µM), inactives show at the highest dose activity, negative = inhibition, most hits filed as inhibitors; HEK293-V1b, vasopressin-stimulated pERK AlphaScreen; further: potency means the concentration at half of the fitted maximal effect; on the % scale 0 is the no-effect control and ±100 the full control effect; nearly all actives have a fitted effect of over 55% in size
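HEK293 cells stably expressing V1b receptor, preincubated 30 min at 37 °C with compound, then stimulated 5 min with 25 nM vasopressin. Phospho-ERK by AlphaScreen SureFire after 5 h RT; normalized to DMSO and vasopressin; AC50 by Hill fit.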
HBB splicing = qHTS Assay for Modulators of Hemoglobin Beta Chain Splicing; 0.06% of 65,000 active; AID 925, 2007; Potency, µM (series often up to 46.1 µM), without a hit: at the highest dose activation, most hits filed as activators; HBB splicing reporter cell assay, activation; EGFP reporter with mutant IVS2-654 intron; response scale: normalised to 500 nM splice-correcting PNA; further: potency means the concentration at half of the fitted maximal effect; 0% is about no effect
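HeLa cells stably expressing EGFP interrupted by mutant beta-globin intron 2 (IVS2-654), 500/well in 2% FCS. Treated with compound for 2 days at 37C. Splicing correction scored as total well GFP intensity (488 nm excitation, 500-520 nm emission); 500 nM antisense PNA served as control.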
Hsp90 Hop PPI = qHTS Assay for Disrupters of an Hsp90 Co-Chaperone Interaction. Potency, µM (series often up to 57 µM), for inactives: at the top dose activity change, negative = inhibition. AlphaScreen TPR2A-His6 binding biotin-Hsp90 C-terminal peptide. 0.44% of 71,000 active; active means well fitted curve in either direction with a large enough effect; inconclusive means small, poorly fitted or top-dose-only effect, or another doubt; further: potency means the concentration at half of the fitted maximal effect; on the % scale 0 is the no-effect control and ±100 the full control effect; many of its hits are not listed in these tables
CRE-bla Fsk = Cell signaling CRE-BLA (Fsk stim) | 2.5% of 71,000 active | CHO CRE-bla reporter (cAMP response element driving beta-lactamase), forskolin EC10, beta-lactamase ratio | Potency, µM (series often up to 38.2 µM), for inactives: at the top dose activity change, negative = inhibition, usual class: activators; active means well fitted activation curve with a large enough effect in the signal ratio, with a control signal flat, not every such curve was filed as active; inconclusive means small, poorly fitted or top-dose-only effect, or effect the other way, or a change in a side signal; the % refers to the signal ratio; further: potency means the concentration at half of the fitted maximal effect; % of control where 0% means no effect
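CRE-bla CHO cells stimulated with EC10 NKH 477 (water-soluble forskolin) and compound titrations, 3 h at 37C; beta-lactamase read with CCF4 after 2 h at room temperature. Activity from 460/530 nm emission ratio, AC50 values for positive or negative modulation.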
Tau filament bind = qHTS Assay for Tau Filament Binding; Potency, µM (highest dose often 57.1 µM), for inactives: top-dose activity change, negative = inhibition; Microtubule-associated protein tau (Homo sapiens), P10636; recombinant tau filaments, thioflavin S fluorescence, 15 h; filaments grown with octadecylsulfate alongside compound; 2% of 71,000 active;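 further: potency means the concentration at half of the fitted maximal effect; on the % scale 0 is the no-effect control and ±100 the full control effect; actives lower thioflavin S fluorescence by blocking filaments or displacing dye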
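Assay mix: 1 uM His-tagged tau, 30 uM sodium octadecylsulfate, thioflavine S dye in HEPES/NaCl/DTT buffer. Compound is added prior to the inducer. Fluorescence after 15 h at 37 C.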
TexasRed autofl = qHTS Assay for Spectroscopic Profiling in Texas Red Spectral Region; max dye-equivalent concentration, M; 0.06% of 59,000 active; Compound fluorescence, Texas Red channel, 547/618 nm; active compounds read high; in the data active means max dye-equivalent concentration above about 10 nM; inconclusive means between about 1.1 nM and that limit
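Dye-equivalent concentrations come from scaling compound signal (ex 547, em 618 nm) to six Texas Red standard concentrations run on every plate, after 15 min room-temperature incubation in pH 8.0 Tris (100 mM).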
Active calls of the source: *; i = inactive; ? = inconclusive; / = not tested or not shown; & = joins results of further samples; ! = not active in a repeat; [ ] = remark or other dose. Unless noted, the call rests on the fitted dose curve; in most records, active means well fitted curve in the direction sought with a large enough effect; inconclusive means small, poorly fitted or top-dose-only effect, or another doubt; inactive means no such curve, though single readings can be large; an effect the other way counts as inactive or inconclusive. These rows are one share of the data; count on the stated rates, not on these rows.

SMILES	Pol III holo inh	Luciferase inh	Rhodamine fluor	15-hLO inh	HADH2 inh	ERK AVP inh	HBB splicing	Hsp90 Hop PPI	CRE-bla Fsk	Tau filament bind	TexasRed autofl
CCCN1CCC(N2CCN(c3cccc(C(F)(F)F)c3)CC2)CC1	-2%	3%	/	0%	5%	-12%	-0.2%[9.22 µM]	-2%	-3%	27%	/
CC(NC(=O)c1ccccc1NS(C)(=O)=O)c1ccccc1 (stereo not given)	7%	1%	i	3%	?	-1%	-0.4%	-3%	2%	4%	i
COc1ccccc1N1CCN(CCCCN2C(=O)c3ccccc3C2=O)CC1	1%&-8%	1%&-2%	i	0%[25.6 µM]	32µM*!	-15%&-24%	0.8%	3%&-13%	-20%&-5%	?	i
O=C(NCc1ccco1)c1cccc2ccccc12	-4%	1%	i	-4%	-12%	-19%	/	-1%	2%	-3%	i
CCCCC(=O)Nc1sc2c(c1C(N)=O)CCC2	-5%	-9%	i	-3%	2%	-16%	0.3%	-7%	18%	7%	?
Cc1cc(C(=O)NCc2ccc(S(N)(=O)=O)cc2)c(C)o1	-3%	3%	i	4%	-8%	-17%	-1.7%	-6%	?	8%	i
CC(C)[C@H](CO)Nc1nc(Nc2ccc(C(=O)O)c(Cl)c2)c2ncn(C(C)C)c2n1	-2%	0%	/	-15%[25.6 µM]	4%	-3%	/	-4%	?	?	/
Cn1c(SCc2ccc(Br)cc2)nnc1-c1cccs1	-6%	-1%	i	3%	-5%	6%	3.0%[0.369 µM]	-2%	11%	24%	i
N#Cc1c(NC(=O)c2cc(-n3cnnc3)ccc2Cl)sc2c1CCCC2	-9%	0%	i	-3%	6%	8%	-0.7%	-7%	?	-4%	i
COc1ccc(C(=O)Nn2cc3c(c2-c2ccccc2)c(=O)n(C)c(=O)n3C)cc1	-8%	-1%	i	-2%	-9%	-5%	3.4%	-5%	-3%	-3%	?
CC(=O)N1CCN(S(=O)(=O)c2cccc(C(=O)Nc3ccc4c(c3)CCC4)c2)CC1	-3%	0%	i	-4%	5%	-12%	-0.1%[57.5 µM]	-3%	3%	6%	i
O=S(=O)(NCCc1ccccc1F)c1cccc(S(=O)(=O)N2CCOCC2)c1	9%	-1%	i	10%	-2%	-10%	-0.2%[57.5 µM]	3%	-7%	1%	?
CC(=O)c1cccc(NC(=O)CN2C(=O)C3C4C=CC(C4)C3C2=O)c1 (stereo not given)	-3%	2%	/	5%	-21%	-8%	-0.6%[9.22 µM]	2%	-1%	-6%	/
O=C(O)c1ccc(C(=O)c2ccc3c(c2)C(=O)N(Cc2ccco2)C3=O)cc1	-1%	0%	i	-1%	-11%	-13%	-0.4%	-3%	3%	4%	i
O=c1oc(-c2cccc(S(=O)(=O)N3CCOCC3)c2)nc2ccccc12	-4%	-7%	i	0%	-1%	11%	-0.2%	0%	?	-3%	i
Cc1ccc(Cn2nnc3c(=O)n(CC(=O)N4CCCCC4)cnc32)cc1	-6%	2%	i	21%	5%	9%	1.2%	-7%	?	6%	i
O=C(CCCn1c(=S)[nH]c2cc3c(cc2c1=O)OCO3)N1CCN(c2ncccn2)CC1	-1%	-2%	i	-3%	?	-14%	2.1%[0.369 µM]	-7%	-2%	10%	i
O=C1CC(c2ccco2)=Nc2ccccc2N1	0%	-3%	i	-3%	-6%	-12%	/	1%	-2%	-5%	?
COc1cccc(/C=C2\N=C(SC)SC2=O)c1OC	-4%	-2%	/	-16%	-27%	0%	-4.7%	7%	10%	35%	/
CC1=C(C#N)C(=O)N(C)C(C)(C)C1	3%	4%	i	2%	-13%	-23%	/	-3%	-3%	14%	i
COc1cc(-c2nnc(SCC(=O)OC3CCCCC3)o2)cc(OC)c1OC	0%	-2%	i	-9%	-7%	7%	/	8%	?	4%	i
CC1=C(C)NC(=S)SC1	-3%	-3%	i	-26%	7.9µM*	5%	-0.3%[57.5 µM]	-4%	-13%	4%	i
CCCc1ccccc1OCCNC(C)=O	-6%	0%	i	-12%	6%	2%	-0.9%	-1%	-14%	9%	i
CCn1c(SCC(=O)N2CCN(c3ccccc3)CC2)nnc1-c1cc2cc(Cl)ccc2o1	-3%	4%	i	-18%	-24%	-9%	-0.7%	-1%	-7%	17%	i
O=C(COc1ccc(Cl)cc1)OCC(=O)N1CCCCCC1	0%	-3%	i	5%	20%	16%	-2.0%	-2%	?	-3%	i
Cc1cccc(NC(=O)CCn2nc(C)cc2C)c1	-3%	1%	i	10%	-1%	9%	-1.8%	6%	-13%	3%	i
Cc1cc(NC(=O)CCC(=O)N(c2ccccc2)C(C(=O)NC2CCCC2)c2cccs2)no1 (stereo not given)	-3%	2%	i	3%	4%	-8%	0.0%[57.5 µM]	-1%	-4%	2%	i
COc1ccc(S(=O)(=O)N2CCN(C(=O)COc3ccc4c(C)cc(=O)oc4c3)CC2)cc1	5%	3%	i	-2%	?	-1%	-1.6%[57.5 µM]	0%	3%	14%	i
CCCN(CCC)C1CC(=O)N(Cc2ccccc2)C1=O (stereo not given)	-5%	1%	i	-12%	-10%	9%	4.7%	0%	?	12%	i
Cc1ccc(-c2cc(C(F)(F)F)n3ncc(C(=O)O)c3n2)cc1	-3%	3%	i	-5%	-2%	-7%	/	-1%	1%	0%	i

Next section, overlapping the part above by 2 compounds.
SMILES	Pol III holo inh	Luciferase inh	Rhodamine fluor	15-hLO inh	HADH2 inh	ERK AVP inh	HBB splicing	Hsp90 Hop PPI	CRE-bla Fsk	Tau filament bind	TexasRed autofl
CCCN(CCC)C1CC(=O)N(Cc2ccccc2)C1=O (stereo not given)	-5%	1%	i	-12%	-10%	9%	4.7%	0%	?	12%	i
Cc1ccc(-c2cc(C(F)(F)F)n3ncc(C(=O)O)c3n2)cc1	-3%	3%	i	-5%	-2%	-7%	/	-1%	1%	0%	i
Cc1c(C(=O)OC(C)C)[nH]c2c1C(=O)CCC2	-3%	0%	i	2%	-5%	-16%	-0.5%	6%	?	1%	i
CC(C)CN(CC(C)C)S(=O)(=O)N1CCC(C(=O)NCc2ccc(F)cc2)CC1	1%	0%	i	-10%	8%	9%	-1.1%	4%	-18%	-4%	i
COC(=O)CCC(=O)Oc1ccc(OC(=O)CCC(=O)OC)cc1	1%	-7%	/	1%	?	-4%	?	-3%	?	7%	/
CCN(CC)CCNC(=O)COc1ccc(OC)cc1	0%[25.6 µM]	12%[25.5 µM]	i	-3%	-2%[25.6 µM]	5%	1.4%[20.6 µM]	-3%[26 µM]	-2%[17.1 µM]	11%[25.6 µM]	i
O=C1CN(C(=O)COc2ccccc2)CCN1	-5%	2%	/	5%	-6%	/	0.3%	4%	8%	-10%	/
O=C(NC1CCN(Cc2ccccc2)CC1)C1CCN(c2nnc(-n3cccc3)s2)CC1	-3%	-2%	/	5%	1%	-13%	0.3%	-7%	-14%	17%	/
COc1cc(NC(=O)C2CCCO2)c(C(=O)O)cc1OC (stereo not given)	-10%	-2%	i	-3%	2%	?	-0.6%	9%	-1%	-10%	i

Copied from the list:
ERK AVP inh, CCCCC(=O)Nc1sc2c(c1C(N)=O)CCC2 is entered as -16%
Luciferase inh, COc1ccc(C(=O)Nn2cc3c(c2-c2ccccc2)c(=O)n(C)c(=O)n3C)cc1 is entered as -1%
CRE-bla Fsk, O=C1CN(C(=O)COc2ccccc2)CCN1 is entered as 8%
Tau filament bind, O=C(COc1ccc(Cl)cc1)OCC(=O)N1CCCCCC1 is entered as -3%
